PTHR1 ag – agonists of human PTHR1 parathyroid hormone receptor; 410,000 tested, 0.075% active; HEK293 GP2 PTHR1 cells, GloSensor cAMP luminescence, 1 h; Potency, µM (series often up to 115 µM), for the others: at the highest dose activation, hits mostly activators; Q03431; further: potency means the concentration at half of the fitted maximal effect; nearly all actives have a fitted effect of over 55% in size; some results filed as inactive show a strong effect at the top dose; inactives centre near -15; many of its hits are not listed in these tables
Target sequence (Q03431 whole entry, looked up): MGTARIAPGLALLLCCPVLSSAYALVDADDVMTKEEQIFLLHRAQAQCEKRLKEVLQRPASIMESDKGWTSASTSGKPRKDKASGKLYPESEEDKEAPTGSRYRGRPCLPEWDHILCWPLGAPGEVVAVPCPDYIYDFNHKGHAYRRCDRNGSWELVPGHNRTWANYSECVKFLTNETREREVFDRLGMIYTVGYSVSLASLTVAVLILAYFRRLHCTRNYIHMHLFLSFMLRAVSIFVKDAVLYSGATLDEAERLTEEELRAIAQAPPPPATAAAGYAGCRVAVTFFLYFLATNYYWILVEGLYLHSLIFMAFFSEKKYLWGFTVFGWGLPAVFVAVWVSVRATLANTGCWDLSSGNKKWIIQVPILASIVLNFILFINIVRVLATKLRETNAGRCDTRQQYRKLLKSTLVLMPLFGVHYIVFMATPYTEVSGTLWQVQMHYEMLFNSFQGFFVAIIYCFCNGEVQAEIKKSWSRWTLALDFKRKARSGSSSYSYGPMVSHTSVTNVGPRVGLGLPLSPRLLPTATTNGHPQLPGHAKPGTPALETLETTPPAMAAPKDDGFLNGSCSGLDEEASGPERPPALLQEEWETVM
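HEK-293-derived GP2 cells expressing PTHR1 and a GloSensor cAMP reporter, 3,000/well, plated overnight, given luciferin plus IBMX (each 0.5 mM as added) for 1 h at 37 °C, then compound for 1 h at 37 °C. Luminescence was read after 15 min at room temperature.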
FUS suppressor – suppressors of FUS proteinopathy in yeast. S. cerevisiae FUS-expressing, growth rescue, OD600, 24 h. Potency, µM (doses to about 76.6 µM), without a hit: at the top dose growth rescue (activation), actives largely listed as activators. 390,000 tested, 0.24% active. AID 1347120;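 further: potency means the concentration at half of the fitted maximal effect; plate controls were DMSO vehicle for no effect and reference control for full effect; nearly all actives have a fitted effect of over 55% in size; some results filed as inactive show a strong effect at the top dose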
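Cultures pregrown in 2.5% raffinose medium are shifted to minimal medium containing 2% galactose to express toxic FUS. Compounds are tested at several concentrations. After 24hr at 30C, growth is quantified at 600 nm absorbance.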
TDP-43 yeast inh – rescues yeast growth from TDP-43 toxicity | TDP-43 expressing yeast growth rescue, BacTiter-Glo, 24 h | Potency, µM (highest dose often 46.1 µM), for the others: at the top dose growth rescue (activation), hits mostly activators | 410,000 tested, 1.8% active; further: potency means the concentration at half of the fitted maximal effect; % of control where 0% means no effect; nearly all actives have a fitted effect of over 50% in size
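In this qHTS, compounds that restore growth of yeast expressing TDP-43 appear as activators. Cells (OD600=0.02, galactose medium, raffinose-pregrown) are incubated with compound 24 hr at 30 deg C and growth is quantified by BacTiter-Glo.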
GLP1R inv ag – acts as inverse agonist at human GLP-1 receptor. Potency, µM (top dose mostly 38.3 µM), inactives show at the top dose activity change, negative = inhibition, hits mostly inhibitors. P43220. 410,000 tested, 1.6% active. AID 624417. HEK293 GLP-1R CRE-luciferase, luminescence, 24 h; GLP-1R form is constitutively active; further: potency means the concentration at half of the fitted maximal effect; on the % scale 0 is the no-effect control and ±100 the full control effect; nearly all actives have a fitted effect of over 55% in size
Target sequence (P43220 whole entry, looked up): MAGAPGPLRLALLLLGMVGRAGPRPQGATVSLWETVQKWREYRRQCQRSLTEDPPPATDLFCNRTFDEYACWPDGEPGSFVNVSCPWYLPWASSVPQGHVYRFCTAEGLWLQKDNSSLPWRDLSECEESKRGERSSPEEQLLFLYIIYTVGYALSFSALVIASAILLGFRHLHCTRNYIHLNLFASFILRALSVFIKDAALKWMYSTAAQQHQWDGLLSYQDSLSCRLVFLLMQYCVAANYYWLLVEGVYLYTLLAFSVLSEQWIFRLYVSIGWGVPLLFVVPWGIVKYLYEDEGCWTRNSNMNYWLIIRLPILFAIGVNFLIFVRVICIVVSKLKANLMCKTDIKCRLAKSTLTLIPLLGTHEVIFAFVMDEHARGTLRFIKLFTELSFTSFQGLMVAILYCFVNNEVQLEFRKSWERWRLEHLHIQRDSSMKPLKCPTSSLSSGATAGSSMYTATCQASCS
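Using stably transfected HEK293 (constitutively active GLP-1R, cAMP-luciferase reporter), compounds were incubated 24 hr and luciferase measured by luminescence.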
aSyn yeast inh – alpha-synuclein toxicity inhibition in yeast. AID 652106. Potency, µM (doses to about 46.1 µM), for the others: at the highest dose growth rescue (activation), usual class: activators. 370,000 tested, 0.14% active. Yeast expressing alpha-synuclein, growth rescue, BacTiter-Glo, 24 h; further: potency means the concentration at half of the fitted maximal effect; % of control where 0% means no effect; nearly all actives have a fitted effect of over 65% in size
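Galactose-induced alpha-syn yeast (OD600=0.02, raffinose-pregrown) + pinned cpd, 24 hr, 30 deg C; growth by BacTiter-Glo luminescence. Growth restoration scores as activation.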
Akt phos inh – inhibitors of Akt phosphorylation; AID 651550; activity change, % for hits at 50 µM; 360,000 tested, 0.32% active; Neuro2A IGF-stimulated pAkt S473 HTRF, 20 min; active compounds read low; in the data active means activity change below about -80%; inconclusive means mostly about -51% to -80%; further: on the % scale 0 is the no-effect control and ±100 the full control effect
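Neuro2A cells in DMEM with 0.5% FBS, overnight at 37 deg C, given compound at single 50 µM final, then IGF (6 nM final) for 20 min at 37 deg C. Lysed; phospho-Akt Ser473 by HTRF after 24 h, 665/615 ratio.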
MmCpn inh – inhibitors of Methanococcus maripaludis chaperonin (MmCpn); purified Mm-Cpn ATPase, ADP Transcreener TR-FRET; Potency, µM (doses to about 76.9 µM), inactives show top-dose activity, negative = inhibition, actives largely listed as inhibitors; 330,000 tested, 0.031% active; AID 504842; further: potency means the concentration at half of the fitted maximal effect; on the % scale 0 is the no-effect control and ±100 the full control effect; nearly all actives have a fitted effect of over 80% in size
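ATP (10 uM final) was added to archaeal chaperonin (25 nM final) after 10 min exposure to test compound at 37°C; after 30 min further incubation, ADP was detected by competitive TR-FRET.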
HEK293 tox – cytotoxicity counter-screen for GLP-1 receptor inverse agonists; 410,000 tested, 0.13% active; AID 624418; Potency, µM (top dose mostly 38.3 µM), without a hit: top-dose activity change, negative = inhibition, usual class: inhibitors; HEK293 cAMP-luciferase reporter cells, luminescence, 24 h;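 further: loss of luciferase light is scored as toxicity; potency means the concentration at half of the fitted maximal effect; on the % scale 0 is the no-effect control and ±100 the full control effect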
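Quantitative HTS format, 1536 wells, 200 cells/uL seeded. Compounds: 23 nL, 24 h, 37 °C. Detection: luciferase reagent, luminescence at 12 min RT; decreased signal taken as cytotoxic.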
Abeta yeast res – A-beta toxicity reversal in yeast. yeast expressing A-beta42, growth rescue, OD600, 48 h; response scale: 0% DMSO, 100% iron-clioquinol control. Potency, µM (titrated, usually from 46.1 µM), without a hit: at the top dose growth rescue, usual class: activators. 410,000 tested, 0.063% active. AID 1347071; further: potency means the concentration at half of the fitted maximal effect; nearly all actives have a fitted effect of over 55% in size
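Yeast A-beta toxicity model in growth medium with pinned compounds, 48 h at 30 C; growth read as absorbance at 600 nm. Normalized to FeCl3/clioquinol equimolar mix (positive) and DMSO (negative).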
The depositor's hits bear a star; i = inactive; u = inconclusive; x = not tested or not shown; & = joins results of further samples; ! = repeats disagree; [ ] = remark or other dose. Unless noted, the call rests on the fitted dose curve; in most records, active means well fitted curve in the direction sought with a large enough effect; inconclusive means small, poorly fitted or top-dose-only effect, or another doubt; inactive means no such curve, though single readings can be large; an effect the other way counts as inactive or inconclusive. A portion of the library; rates above refer to the full screens.

The opening 3 compounds, to show the layout:
Field names: A = PTHR1 ag; B = FUS suppressor; C = TDP-43 yeast inh; D = GLP1R inv ag; E = aSyn yeast inh; F = Akt phos inh; G = MmCpn inh; H = HEK293 tox; I = Abeta yeast res
> CCC[N+]1(CC#CCC(c2ccccc2)c2ccccc2)CCCCC1
  A: -34%[inhibitor]; B: 6%; C: -7%; D: u; E: 1%; F: i; G: 2%; H: -12%; I: -8%

> Cc1ccc(CCNC(=O)c2sc3ncccc3c2-n2cccc2)cc1
  A: -7%; B: -3%; C: 20%; D: u; E: x; F: x; G: x; H: -4%; I: -15%

> COc1ccc2[nH]c(=O)c(CN(C(=O)C3CCCO3)c3ccc(C)cc3)cc2c1 (stereo not given)
  A: i; B: 1%; C: 20%; D: 5%; E: 8%; F: i; G: -2%; H: -15%; I: 0%

This part in full, from the first entry:
Field names: A = PTHR1 ag; B = FUS suppressor; C = TDP-43 yeast inh; D = GLP1R inv ag; E = aSyn yeast inh; F = Akt phos inh; G = MmCpn inh; H = HEK293 tox; I = Abeta yeast res
> CCC[N+]1(CC#CCC(c2ccccc2)c2ccccc2)CCCCC1
  A: -34%[inhibitor]; B: 6%; C: -7%; D: u; E: 1%; F: i; G: 2%; H: -12%; I: -8%

> Cc1ccc(CCNC(=O)c2sc3ncccc3c2-n2cccc2)cc1
  A: -7%; B: -3%; C: 20%; D: u; E: x; F: x; G: x; H: -4%; I: -15%

> COc1ccc2[nH]c(=O)c(CN(C(=O)C3CCCO3)c3ccc(C)cc3)cc2c1 (stereo not given)
  A: i; B: 1%; C: 20%; D: 5%; E: 8%; F: i; G: -2%; H: -15%; I: 0%

> O=C1/C(=N\S(=O)(=O)c2cccs2)C([n+]2cccc(Cc3ccccc3)c2)=C([O-])c2ccccc21
  A: -19%; B: -16%; C: 6%; D: 11%; E: 0%; F: i; G: 1%; H: u; I: -7%

> COc1ccccc1/C=C1\CCC(C2CCCC2)C1=O (stereo not given)
  A: -36%[inhibitor]; B: -31%; C: u; D: u; E: 5%; F: i; G: 1%; H: 1%; I: 9%

> CCc1ccc(NC(=O)CSc2ccc3nnc(CCNS(=O)(=O)c4ccc(OC)cc4)n3n2)cc1
  A: -16%; B: 21%; C: 4%; D: 11%; E: x; F: x; G: x; H: -1%; I: 12%

> O=C(COc1ccc2c3c(c(=O)oc2c1)CCC3)NC1CCCCC1
  A: -39%[inhibitor]; B: -7%; C: -16%; D: 2%; E: 16%; F: i; G: -10%; H: 3%; I: 7%

> C/C(=N\NC(=O)CCc1ccc(S(=O)(=O)N2CCOCC2)cc1)c1ccc(Br)cc1
  A: i; B: 14%; C: 16%[9.22 µM]; D: -9%; E: 0%; F: i; G: 1%; H: 0%; I: 9%

> CCC(C)NC(=O)c1cn(-c2cccc(C)n2)cn1 (stereo not given)
  A: i; B: -12%; C: 3%; D: 4%; E: 0%; F: i; G: 0%; H: -21%; I: 11%

> O=C(CCS(=O)(=O)c1ccccc1)N(Cc1cccnc1)c1nc2c(F)cccc2s1
  A: i; B: 14%; C: -5%; D: 9%; E: x; F: x; G: x; H: 4%; I: 10%

> Cc1ccccc1NC(=O)C1CC(=O)n2ncnc2N1 (stereo not given)
  A: i; B: -8%; C: 16%; D: 7%; E: 26%; F: i; G: 1%; H: -14%; I: 6%

> Cc1ccc(OCc2nc(C#N)c(NCCCn3ccnc3)o2)cc1
  A: -6%[57.5 µM]; B: -9%; C: -8%; D: -17%; E: -7%; F: i; G: -19%; H: 4%; I: 11%

> Cc1onc(-c2ccccc2Cl)c1C(=O)NNC(=O)c1cccc(F)c1
  A: i; B: 6%; C: -5%; D: 3%; E: 2%; F: i; G: 0%; H: 8%; I: -17%

> COc1ccccc1C(OC(=O)c1cccs1)C(=O)NCC1CCCO1 (stereo not given)
  A: i; B: 4%; C: -10%; D: -23%; E: 0%; F: i; G: 3%; H: 5%; I: -4%

> COc1ccc(N2CC(C(=O)NCCS(=O)(=O)N3CCN(c4ccccc4)CC3)CC2=O)cc1 (stereo not given)
  A: i; B: -16%&-6%; C: -4%&18%; D: 4%&-4%; E: -1%; F: i; G: 1%; H: -1%&1%; I: 2%&-8%

> CCc1nc(NCCO)c(C#N)c2c1CSC(C)(C)C2
  A: -2%; B: 7%; C: 21%; D: 17%; E: 2%; F: i; G: -1%; H: -14%; I: 9%

> Cn1c(-c2cccs2)[n+](C)c2ccccc21
  A: 4%; B: 16%; C: -18%[0.397 µM]; D: u; E: -3%; F: i; G: 1%; H: -1%; I: 3%

> CSc1ccccc1C(=O)C1CCCN(C(=O)CCc2cccnc2)C1 (stereo not given)
  A: -8%; B: -6%; C: -16%[0.397 µM]; D: 2%; E: 3%; F: i; G: 1%; H: -2%; I: -14%

> CCOc1ccc(CC(=O)N/N=C/c2cccnc2)cc1OCC
  A: i; B: -3%; C: 11%; D: 4%; E: 1%; F: i; G: 3%; H: -30%; I: u

> Cc1cccc(N2CCN(C(=O)C3CCN(c4ncnc5c4nc4n5CCCCC4)CC3)CC2)c1C
  A: -93%[inhibitor]; B: 32µM*!; C: u; D: u; E: 10%; F: i; G: 0%; H: -14%&8%; I: -3%&-8%

> COc1ccc(/C=C2\C(=N)N3N=C(CC(=O)N4CCOCC4)SC3=NC2=O)cc1
  A: u; B: 38%; C: -20%; D: -6%; E: -4%; F: i; G: 2%; H: 1%; I: -5%

> COCc1nnc(NC(=O)CCCCCN2C(=O)c3ccccc3C2=O)s1
  A: -4%[57.5 µM]; B: 34%; C: -23%; D: 34%[activator]; E: 0%; F: i; G: -6%; H: -5%; I: 0%

> Nc1cc(=O)[nH]c2nnc(SCC(=O)Nc3cccc4ccccc34)n12
  A: u; B: 10%; C: -3%; D: -3%; E: 2%; F: i; G: -1%; H: -5%; I: -10%

> Oc1ccc(-c2nc3ccc4ccccc4c3c3c2CCC3)cc1O
  A: i; B: 14%; C: 26%; D: 4µM*; E: -49%[inhibitor]; F: i; G: 1%; H: u; I: -53%[inhibitor]

> O=[N+]([O-])c1ccc(N2CCN(c3ccc(F)cc3)CC2)cc1
  A: -11%; B: 3%; C: 3%; D: 7%; E: -7%; F: i; G: 0%; H: -8%; I: 4%

> Cn1c(/C(C#N)=C(\O)c2cccc(F)c2)nc2ccccc21
  A: -13%; B: -7%; C: 9%; D: 12%; E: -11%; F: i; G: 2%; H: -6%; I: -7%

> N#C/C(=N\Nc1ccccc1F)c1nc(-c2ccccc2)cs1
  A: -3%; B: -5%; C: 5%; D: 12%; E: -2%; F: i; G: -8%; H: 8%; I: -2%

> Cc1nnc(NC(=O)C2CCCN(S(=O)(=O)c3ccccc3C(F)(F)F)C2)s1 (stereo not given)
  A: i; B: 21%; C: -16%; D: -14%; E: 0%; F: i; G: -1%; H: -16%; I: -3%

> Cc1ccc(Cl)cc1-n1ncc2c(NCCCc3ccccc3)ncnc21
  A: -39%[inhibitor]; B: 45%; C: u; D: 11µM*; E: x; F: x; G: x; H: -1%; I: -32%[inhibitor]

> CCOC(=O)c1sc(NC(=O)Cc2ccccc2OC)nc1C
  A: -13%; B: 3%; C: 9%; D: -4%; E: -1%; F: i; G: -3%; H: 2%; I: 10%

> Cc1cccc(NC(=O)CN2C(=O)S/C(=C\c3ccccn3)C2=O)c1
  A: -17%; B: -40%; C: 11%; D: 5%; E: 2%; F: i; G: 1%; H: 0%; I: 1%

> CCOc1ccccc1NC(=S)NCc1ccco1
  A: i; B: 22%; C: 30%; D: 0%; E: -5%; F: i; G: 0%; H: 2%; I: 5%

> CC(C)CNCC(=O)N1c2ccccc2Sc2ccccc21
  A: -23%; B: 0%; C: 0%; D: u; E: 0%; F: i; G: -3%; H: 0%; I: -5%

> Cn1nccc1NC(=O)Nc1ccccc1
  A: i; B: -9%; C: -3%; D: 10%; E: 0%; F: i; G: -1%; H: 1%; I: -4%

> CC(C)C[C@H]1CNC(=S)N1C[C@H]1CCCN1C[C@H](Cc1ccc(O)cc1)N1C[C@H](Cc2ccccc2)N(CC2CCCCC2)C1=S
  A: 12%; B: u; C: 4%; D: u; E: -4%; F: i; G: x; H: -18%; I: -8%

> COC(=O)Cn1c(=NC(=O)c2cc(OC)cc(OC)c2)sc2cc(OC)ccc21
  A: i; B: 5%; C: 5%; D: 3%; E: 12%; F: i; G: -5%; H: -10%; I: 26%

> COC(=O)c1[nH]c2ccccc2c1NC(=O)C(C)N1CC(C)OC(C)C1 (stereo not given)
  A: -6%; B: -2%; C: -7%; D: 19%; E: -5%; F: i; G: -10%; H: 1%; I: 18%

> O=S(=O)(Nc1cccc(C(F)(F)F)c1)c1cccnc1
  A: i; B: -32%; C: -3%; D: 20%; E: -1%; F: i; G: 1%; H: 55%[activator]; I: 10%

> N/C(=N\c1nc2ccccc2o1)NC(=O)c1ccccc1NC(=O)c1ccccc1
  A: -22%; B: 37%; C: -1%; D: 12%; E: -2%; F: i; G: 0%; H: 0%; I: 4%

> NNC(=O)CNC(c1ccccc1)c1cc(Br)ccc1NC(=O)c1ccc(Br)cc1 (stereo not given)
  A: -25%; B: 53%; C: -8%; D: u; E: -1%; F: i; G: -19%; H: -2%[1.53 µM]; I: -4%

> CC(C)(C)NC(=O)NC(=O)CSc1n[nH]c(-c2ccccc2Br)n1
  A: i; B: 12%; C: 0%; D: -12%; E: 5%; F: i; G: 3%; H: 18%; I: 15%

> C[n+]1ccc(CC2C(=[N+]([O-])[O-])C=Nc3ncnn32)cc1 (stereo not given)
  A: i; B: -12%; C: -7%; D: 3%; E: u; F: i; G: 0%; H: -27%; I: -6%

High-throughput results deposited in PubChem BioAssay by National Center for Advancing Translational Sciences (NCATS).
